# KCNQ1 act: potentiators or activators of KCNQ1 channel, primary screen, cell-based, thallium flux, high-throughput | AID 2648, 2010 | 310,000 tested, 0.35% active | CHO-K1 KCNQ1, thallium flux FluxOR fluorescence; hits give high values | Potassium voltage-gated channel subfamily KQT member 1 (Homo sapiens), P51787 | B-score at 10 µM;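 active = fluorescence ratio B-score, a plate-corrected score, at least three library SD, with initial intensity B-score within 5 SD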
# Target sequence (P51787 whole entry, looked up): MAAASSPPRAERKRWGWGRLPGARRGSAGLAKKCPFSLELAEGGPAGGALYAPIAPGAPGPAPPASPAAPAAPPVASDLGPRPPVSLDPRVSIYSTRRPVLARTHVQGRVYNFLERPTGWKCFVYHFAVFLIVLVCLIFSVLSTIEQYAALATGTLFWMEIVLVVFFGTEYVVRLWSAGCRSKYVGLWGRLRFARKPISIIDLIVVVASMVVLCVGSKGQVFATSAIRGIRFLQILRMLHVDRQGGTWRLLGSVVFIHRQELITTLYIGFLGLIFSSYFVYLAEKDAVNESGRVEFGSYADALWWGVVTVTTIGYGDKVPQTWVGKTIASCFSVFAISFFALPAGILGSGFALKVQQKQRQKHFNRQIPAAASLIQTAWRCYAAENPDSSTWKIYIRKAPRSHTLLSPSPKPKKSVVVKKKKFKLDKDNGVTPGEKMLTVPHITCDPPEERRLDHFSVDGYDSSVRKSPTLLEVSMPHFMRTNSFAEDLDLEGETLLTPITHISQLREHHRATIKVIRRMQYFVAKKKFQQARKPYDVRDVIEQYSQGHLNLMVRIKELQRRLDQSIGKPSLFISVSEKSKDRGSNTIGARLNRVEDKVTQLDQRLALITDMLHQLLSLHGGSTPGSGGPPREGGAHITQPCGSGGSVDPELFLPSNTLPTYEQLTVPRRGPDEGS
#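 Material: CHO-K1 cells stably expressing KCNQ1. Medium: assay buffer for compound exposure, DMSO matched across wells. Reagent: K+/Tl+ depolarizing stimulus. Compound dosing: single-concentration screen. Times: 37 °C overnight plating, 90-min dark dye load, 20-min compound pretreatment. Technique: FluxOR Tl+ flux fluorescence.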
# SKKanGAS inh: S. pyogenes SKKanGAS growth inhibitors in kanamycin, primary screen, streptokinase expression inhibitor project, SKKanGAS strain, BacTiter-Glo luminescence; 6 h; inhibition, % at 7.5 µM; 300,000 tested, 1.3% active;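 active = mean replicate score, as percent of positive control median, at least 50; inconclusive = mean below 50 but one replicate at or above 50; inactive = mean and every replicate below 50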;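 note: strain carries kanamycin resistance gene driven by streptokinase promoter and grows in 40 µg/ml kanamycin; loss of luminescence reflects streptokinase promoter inhibition or plain growth inhibition; 0% = median of DMSO wells and 100% = positive control at its reference dose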
# KCNQ1 inh: inhibitors of human KCNQ1 channel, primary screen, cell-based, thallium flux, high-throughput; B-score at 10 µM; Potassium voltage-gated channel subfamily KQT member 1 (Homo sapiens), P51787; CHO-K1 KCNQ1, FluxOR thallium flux fluorescence; hits give high values; AID 2642, 2010; 310,000 tested, 1.3% active;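 active = compounds whose thallium flux B-score, printed positive for inhibition, exceeds three library SD while starting fluorescence stays within three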;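 note: channel opened by potassium depolarization with thallium stimulus after 20 min compound exposure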
# HDAC3 inh: HDAC3 deacetylase inhibitors, primary screen, biochemical, fluorescence, cell-free homogeneous. Histone deacetylase 3 (Homo sapiens), O15379. recombinant HDAC3, fluorogenic peptide/trypsin coupled. inhibition, % at 8.3 µM. 320,000 tested, 0.15% active. AID 2718, 2010; in the data active = inhibition above about 26%, passing the limit was not always enough; inconclusive = no clear call, values can overlap the other calls
# Target sequence (O15379 whole entry, looked up): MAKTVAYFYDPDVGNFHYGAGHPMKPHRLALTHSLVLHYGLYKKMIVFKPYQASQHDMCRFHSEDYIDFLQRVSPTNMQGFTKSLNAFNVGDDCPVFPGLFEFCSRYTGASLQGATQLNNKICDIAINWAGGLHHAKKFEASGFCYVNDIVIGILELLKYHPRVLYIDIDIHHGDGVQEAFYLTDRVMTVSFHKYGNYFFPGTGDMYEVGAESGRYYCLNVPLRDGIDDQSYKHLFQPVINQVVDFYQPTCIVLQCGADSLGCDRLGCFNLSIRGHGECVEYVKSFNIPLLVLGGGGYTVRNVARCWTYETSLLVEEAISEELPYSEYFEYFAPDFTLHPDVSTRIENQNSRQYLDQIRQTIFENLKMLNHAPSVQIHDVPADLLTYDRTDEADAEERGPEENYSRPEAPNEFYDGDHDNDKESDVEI
# ANO1 activ: TMEM16A chloride channel activators or potentiators, primary screen, cell-based, HTS | Anoctamin-1 (Mus musculus), Q8BHY3 | HEK293 TMEM16A/YFP-H148Q/I152L, iodide quench fluorescence; hits give low values | B-score at 10 µM | 340,000 tested, 0.3% active | AID 623877, 2012;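 active = fluorescence-ratio B-score plate-corrected deviation score at least 3 library SD below zero, with starting fluorescence score within 5 deviations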;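 note: channel opened by trigger with iodide after compound preincubation; score built on the fluorescence ratio of max minus min over baseline; more negative score means more quench and so TMEM16A activation or potentiation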
# KCNK3 inh: human KCNK3 channel inhibitors, primary screen, CHO cells, FluxOR thallium flux, B-score; Potassium channel subfamily K member 3 (Homo sapiens), O14649; FluxOR fluorescence; hits give low values; B-score at 10 µM; 340,000 tested, 0.84% active; AID 602410, 2012;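 active = B-score under library mean minus 4 SD, starting fluorescence ratio at most library mean plus 5 SD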;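 note: more negative B-score means stronger inhibition of thallium flux through KCNK3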
# RGS4 pot: RGS4 potentiators or activators, primary screen, cell-based, HEK293 M3R inducible RGS4, calcium flux; 310,000 tested, 0.92% active; B-score at 10 µM; carbachol calcium flux Fluo4; hits give low values;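 active = B-score of the integrated calcium signal more than 4 SD below the library mean, with starting fluorescence not abnormally high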;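 note: negative B-score means reduced calcium response which marks RGS4 activation or potentiation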
#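 test system = M3R-expressing HEK293 line, RGS4 induced by doxycycline | probe or stimulus = carbachol at ECmax as muscarinic agonist stimulus | timing = dye loading 30 min 37 °C, buffer rest 30 min RT | signal = calcium dye Fluo4 fluorescence | evaluation = B score from integrated fluorescence ratio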
# hERG rescue: hERG rescue from dofetilide block, primary screen, cell-based, CHO-hERG, FluxOR thallium flux, dofetilide IC70; Voltage-gated inwardly rectifying potassium channel KCNH2 (Homo sapiens), Q12809; dofetilide IC70 present; activation (rescue from dofetilide block), less the hit threshold, % at 10 µM; 310,000 tested, 0.51% active; AID 1511, 2009;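 active = activation above the mean of controls blocked by dofetilide plus 5 SD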;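 note: thallium influx through hERG after potassium depolarization seen as dye fluorescence rise; in these data hits start at about 4.7%; inactives centre near -7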
# ANO1 block: TMEM16A chloride channel inhibitors, primary screen, cell-based, HTS. Anoctamin-1 (Mus musculus), Q8BHY3. HEK293 TMEM16A/YFP iodide influx fluorescence, ionomycin. 310,000 tested, 1.2% active. normalized B-score (activity score, 25-100; higher = stronger inhibition) at 10 µM;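 active = ratio plate-corrected score three or more library SD toward inhibition, starting fluorescence score within five deviations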;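 note: score derived from kinetic fluorescence span divided by baseline fluorescence per well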
# RGS4 inh: RGS4 inhibitors, primary screen, cell-based, HEK293 M3R inducible RGS4, calcium flux; 310,000 tested, 0.45% active; Regulator of G-protein signaling 4 (Homo sapiens), P49798; Fluo-4 calcium flux; hits give high values; triggered by carbachol at its EC20; B-score at 10 µM;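 active = B-score, a plate-corrected calcium signal, over three deviations above library mean, with baseline fluorescence within five deviations of library mean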;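 note: RGS4 expression induced by doxycycline in cells with stable M3 receptor; B-score is computed from the integrated fluorescence ratio over baseline after carbachol; higher B-score means a larger calcium signal and so more RGS4 inhibition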
# KCNK9 block: KCNK9 potassium channel inhibitors, primary screen, HEK293 cells, thallium flux; 310,000 tested, 1.2% active; FluxOR thallium flux fluorescence; hits give low values; Potassium channel subfamily K member 9 (Homo sapiens), Q9NPC2; B-score at 10 µM;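 active = ratio B-score over 3 SD below the library mean, with starting fluorescence within 5 SD of its mean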;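 note: negative B-score means less thallium flux so channel inhibition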
# * = called active by the depositor; i = inactive; ? = inconclusive; . = no result given.
SMILES,KCNQ1 act,SKKanGAS inh,KCNQ1 inh,HDAC3 inh,ANO1 activ,KCNK3 inh,RGS4 pot,hERG rescue,ANO1 block,RGS4 inh,KCNK9 block
CCCOc1ccc(CNCCCOCC)cc1OC,i,1.4,i,-7.0,i,i,i,-13.7,i,i,i
Cc1cccc2cc(CN(Cc3ccc(F)cc3)C(=O)N(C)C)c3nnnn3c12,i,-3.3,i,-8.1,i,i,i,-21.3,i,i,i
CC(=O)Nc1ccc(OCC(O)Cn2c3ccccc3c3ccccc32)c(C)c1 (stereo not given),i,10.6,i,-2.6,i,i,i,-2.5,i,i,i
COc1ccc(S(=O)(=O)N2CC=C(C(=O)Nc3ccc(NC(C)=O)cc3)CC2)cc1,i,1.0,i,3.8,i,i,i,-2.5,i,i,i
Nc1ccc2oc3ccc(N)cc3c(=O)c2c1,i,0.4,i,4.8,i,i,i,-8.8,i,i,i
Cc1ccc(Cl)cc1NC(=O)CNC(=O)N1CC(=O)Nc2ccccc21,i,1.4,i,5.5,i,i,i,-5.9,i,i,i
Cc1ccc(C)c(NC(NC(=O)c2ccccn2)C(Cl)(Cl)Cl)c1 (stereo not given),i,17.4,i,-3.7,i,i,i,-11.0,i,i,i
CSc1ccccc1NC(=O)CN(C)CC(=O)Nc1cccc(Br)c1,i,19.3,i,-3.5,i,i,i,-29.9,i,i,i
COc1cc(C)c(S(=O)(=O)N2CCN=C2c2ccccc2)cc1C,i,-1.3,i,-1.5,i,i,i,-10.1,i,i,i
C/C(=C\C(=O)Nc1cc(C)on1)c1ccccc1,i,-6.3,i,6.5,i,i,i,-1.6,i,i,i
O=C1CC(c2ccccc2)=Nc2ccccc2N1,i,-5.8,i,1.2,i,i,i,0.3,i,i,i
CCOC(=O)N1CCN(C(=O)c2ccccc2CCc2ccccc2)CC1,i,-3.9,i,3.9,i,i,i,-10.7,i,i,i
COc1ccc(C2C(C(=O)Nc3ccccc3OC)=C(C)Nc3ncnn32)cc1 (stereo not given),i,-4.7,i,-4.5,i,i,i,-9.1,i,i,i
CCc1nc2ccccc2n1Cc1ccc(F)cc1,i,2.5,i,-9.6,i,i,i,-10.9,i,i,i
COc1ccc(CCC(=O)OCC(=O)c2ccc(C)cc2)cc1,i,-14.7,i,0.0,i,i,i,-6.2,i,i,i
CCCCN1Cc2cc(C(=O)c3cc(OC)ccc3O)cnc2NC1=O,i,1.7,i,-7.7,i,i,i,-4.8,i,i,i
COC(=O)c1cc(NC(=O)c2ccco2)ccc1N1CCOCC1,i,45.3,i,-4.6,i,i,i,-5.4,i,i,i
Cc1cccc(NC(=O)COC(=O)CCCC2=NS(=O)(=O)c3ccccc3N2)c1,i,-6.3,i,1.4,i,i,i,-12.8,i,i,i
Cc1nc(C)c(C(=O)C2=C(O)C(=O)N(CCN(C)C)C2c2ccco2)s1 (stereo not given),i,0.5,i,-0.4,i,i,i,-9.3,i,i,i
Cc1cc(C)n(Cc2cnc(N3CCOCC3)s2)n1,i,2.0,i,1.7,i,i,i,-2.2,i,i,i
O=Cc1ccc(OCCCOc2cccc3cccnc23)cc1,i,-13.0,i,5.2,i,i,i,-3.2,i,i,i
COc1ccc2cc(C3(C)NC(=O)N(CC(=O)NCCC4=CCCCC4)C3=O)ccc2c1 (stereo not given),i,0.1,i,2.3,i,i,i,-9.9,i,i,i
CCc1ccccc1NC(=O)CN(c1cccc(OC)c1)S(C)(=O)=O,i,-2.5,i,-4.9,i,i,i,-2.3,i,i,i
CC(=O)N1CC(C)Sc2ccc(S(=O)(=O)NCc3ccc(Cl)cc3)cc21 (stereo not given),i,2.0,i,?,i,i,i,-13.9,i,i,i
C=CCn1c(Cc2c(C)[nH]c3ccccc23)nnc1SCC(=O)NCc1ccc(F)cc1,i,6.7,i,4.7,i,i,i,-22.1,100*,i,i
O=C(CSc1nc(=O)n2ccccc2n1)N1CCCCCC1,i,26.9,i,-1.1,i,i,i,-8.6,i,i,i
CCN(CC)C(=O)COc1c(-c2ccco2)oc2ccccc2c1=O,i,-8.6,i,-20.0,i,i,i,-8.3,i,i,i
COc1ccc(S(=O)(=O)N(CC(=O)N2CCOCC2)c2ccc(F)cc2)cc1OC,i,-0.6,i,4.3,i,i,i,-3.1,i,i,i
CCOc1cc(CNCCc2ccc(S(N)(=O)=O)cc2)cc(Cl)c1OCc1ccccc1,i,7.0,i,-2.8,i,i,i,-21.7,25*,i,i
Cc1ccc(S(=O)(=O)N2CCCc3cc(NC(=O)c4c(F)cccc4F)ccc32)cc1,i,1.3,7*,0.1,i,i,i,-6.8,i,i,i
CCSc1nnc(-c2ccccc2N=Cc2c(C)[nH]n(-c3ccccc3)c2=O)c(=O)[nH]1,i,20.6,i,6.5,i,i,i,-0.3,i,i,i
COc1ccc(OC)c(CN2CCN(c3ccccc3OC)CC2)c1,i,4.3,i,1.4,i,i,i,-6.8,i,i,i
CC(C)Nc1ncnc2c1cnn2-c1ccc(Cl)cc1,i,18.8,i,-11.7,i,i,i,-7.8,i,i,i
CCOC(=O)c1cc2occc2n1CC(=O)NCCOC,i,1.9,i,3.7,i,i,i,-8.1,i,i,i
CCOC(=O)C1=C(Nc2ccc(OC)cc2)OCC1=O,i,6.4,i,-15.8,i,i,i,-4.8,i,i,i
COc1ccccc1CNC(=O)c1cc(-c2ccccc2)nn1Cc1cc(C)no1,i,14.2,i,10.5,i,i,i,-9.5,i,i,i
CC1(C)CC(=O)CC2(C1)NCC(c1ccccc1Cl)c1c2[nH]c2ccccc12 (stereo not given),i,-4.3,i,1.4,i,i,i,-6.4,i,i,-14.9*
COC(=O)C1=C(C)N(CCc2ccccc2)C(=O)/C1=C\c1ccco1,i,-2.2,i,.,i,i,i,-6.8,i,i,i
O=C(CCc1ccccc1)N1CCN(S(=O)(=O)c2cccs2)CC1,i,-2.0,i,2.3,i,i,i,-11.6,i,i,i
O=C(NCCCN1CCN(C2CCCCC2)CC1)Nc1ccccc1C(F)(F)F,i,-1.1,i,4.5,i,i,i,-8.7,i,i,i
O=C(NNC(=O)c1ccccc1C(F)(F)F)c1csc(N2CCOCC2)n1,i,3.4,i,0.6,i,i,i,-8.2,i,i,i
CCOc1ccc(C(=O)C(C)OC(=O)CN2C(=O)NC(C)(C)C2=O)cc1 (stereo not given),i,-4.3,i,0.4,i,i,i,-11.5,i,i,i
CN(C)S(=O)(=O)N1CCC(C(=O)O)(c2ccccc2)CC1,i,1.6,i,0.5,i,i,i,-7.4,i,i,i
CCc1ccc(N(C(=O)c2csnn2)C(C(=O)NC(C)(C)C)c2cccnc2)cc1 (stereo not given),i,-6.8,i,2.1,i,i,i,-7.6,i,i,i
O=C(c1cccc(Cl)c1)N1CCCC(C(=O)N2CCN(c3ccccc3)CC2)C1 (stereo not given),i,-5.2,i,-11.2,i,i,i,-10.0,i,i,i
CCC1(C(=O)OC)NC(c2ccco2)C2C(=O)N(c3ccc(C)cc3)C(=O)C21 (stereo not given),i,0.1,i,4.6,i,i,i,-5.8,i,i,i
Cc1csc(C(=O)O)c1NC(=O)c1cccc([N+](=O)[O-])c1,i,1.5,i,-0.4,i,i,i,-3.6,i,i,i
CC(C)CNC(=O)CSc1nc2scc(-c3ccccc3)c2c(=O)[nH]1,i,14.5,i,4.4,i,i,i,-6.8,i,i,i
CC(=O)c1cnc(Nc2ccc(C)cc2)s1,i,2.8,i,3.5,i,i,i,-4.9,i,i,i
COc1ccc(CN2CC(C(=O)NCCCN3CCCCC3)CC2=O)cc1 (stereo not given),i,3.9,i,-9.2,i,i,i,-4.2,i,i,i
CCO[C@@H]1OC(C(=O)N2CCN(C)CC2)=C[C@H](C2CCCCC2)[C@H]1CCCO,i,2.4,i,-3.8,i,i,i,-7.5,i,i,i
CCN(CC)CCNC(=O)c1c(O)c2c([nH]c1=O)CCCC2,i,-9.2,i,0.4,i,i,i,-10.8,i,i,i
C=CCN(C(=O)Nc1ccc(OC)cc1)c1nnc(-c2ccncc2)s1,i,-7.2,i,-2.5,i,-9.47*,i,-5.5,i,i,i
N#CC1=C(N)Oc2n[nH]c(-c3ccc(F)cc3)c2C1c1cccnc1 (stereo not given),i,2.0,i,.,i,i,i,-10.4,.,i,i
Cc1ccc(OCC(=O)NCCc2nc3ccccc3[nH]2)c(C)c1,i,-5.5,i,-2.4,i,i,i,-1.7,i,i,i
COc1cccc(NC(=O)c2ccc3c(SCC(=O)O)c4c(nc3c2)CCCC4)c1,i,6.5,i,4.4,i,i,i,-3.2,i,i,i
O=C(Nc1ccnn1C1CCN(Cc2c[nH]c3ccccc23)CC1)c1ccccc1,i,2.6,i,3.3,i,i,i,-8.1,i,i,i
CCn1c(SCC(=O)OC(C)C)nnc1-c1ccccc1OC,i,-1.8,i,-2.2,i,i,i,-5.5,i,i,i
O=C(CCS(=O)(=O)c1ccccc1)NCc1ccccc1,i,40.1,i,1.9,i,i,i,-9.5,i,i,i
CSc1nnc(-c2cc3ccccc3cc2O)n1C,i,.,i,-5.3,i,i,i,-1.5,i,i,i
CCOC(=O)N1CCN(CCC(=O)Nc2cc([N+](=O)[O-])ccc2OC)CC1,i,-2.7,i,5.0,i,i,i,-1.3,i,i,i
CCCCC(=O)NC(c1ccc(Cl)cc1)c1ccc2cccnc2c1O (stereo not given),i,70.0*,i,4.1,i,i,i,-2.6,i,i,i

# Screens: PubChem BioAssay, several laboratories

# Compounds were not picked by outcome, and some 6.3% of all compounds hit somewhere here.
